# Screening data (PubChem BioAssay)
# GLD-1 TGE inh = GLD-1-TGE RNA interaction inhibition (C. elegans); inhibition, % at 5.96 µM; 0.44% of 320,000 active; Q17339; purified GLD-1 + fluorescein TGE RNA, fluorescence polarization; AID 2280;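 active means percent inhibition above a per-plate cutoff, the plate mean of test compounds plus 3 SD, cut at about 30% in these data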;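 further: 0% = DMSO wells with GLD-1 and probe and 100% = wells lacking GLD-1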
# Target sequence (Q17339 whole entry, looked up): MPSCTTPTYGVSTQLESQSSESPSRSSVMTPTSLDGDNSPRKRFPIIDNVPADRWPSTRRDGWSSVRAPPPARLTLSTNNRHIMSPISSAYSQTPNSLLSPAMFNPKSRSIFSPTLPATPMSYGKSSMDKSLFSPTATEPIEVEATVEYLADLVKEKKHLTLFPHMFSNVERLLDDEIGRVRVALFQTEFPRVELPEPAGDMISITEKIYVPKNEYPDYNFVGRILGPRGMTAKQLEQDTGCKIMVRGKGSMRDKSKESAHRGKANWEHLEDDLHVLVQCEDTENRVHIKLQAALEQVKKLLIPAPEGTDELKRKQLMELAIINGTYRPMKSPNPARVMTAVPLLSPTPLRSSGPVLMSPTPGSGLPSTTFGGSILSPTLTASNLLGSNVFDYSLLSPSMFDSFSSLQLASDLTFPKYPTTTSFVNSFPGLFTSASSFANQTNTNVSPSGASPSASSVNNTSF
# Fam108B inh = counter-screen for RBBP9 inhibitors: inhibitors of mouse Fam108B | inhibition, % at 9.51 µM | 0.33% of 300,000 active | recombinant Fam108B, FP-Rh probe fluorescence polarization;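 active means inhibition above the screen mean inhibition plus 3 SD, computed separately per campaign, cut at about 18% in these data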;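 further: inhibitors lower polarization as less probe binds the enzyme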
# Efflux pump inh = inhibitors of Candida antifungal efflux pumps expressed in yeast. S. cerevisiae Candida pump triplex, Nile Red efflux. inhibition, % at 10 µM. 0.44% of 330,000 active;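 active means plate passing quality check with inhibition over a set limit, or well fluorescence over plate mean plus 4 SD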;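 further: Nile Red retained in pooled yeast measured as flow cytometry median fluorescence; 0% = buffer negative control and 100% = Enniatin B positive control; higher means more Nile Red kept so more efflux inhibition; some compounds called inactive have numbers as strong as hits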
# ZTA DNA inh = counter-screen for EBNA-1 inhibitors: inhibitors of Epstein-Barr virus ZTA | inhibition, % at 11 µM | 0.15% of 320,000 active | ZTA-DNA binding, fluorescence polarization; in the data active means inhibition above about 33%
# EBNA-1 inhibitor = blocks EBNA-1 binding to DNA. 0.34% of 300,000 active. EBNA-1 DNA binding, fluorescence polarization. AID 1950. inhibition, % at 14.8 µM; in the data active means inhibition above about 28%
# BCLXL inh = blocks human Bcl-xL binding to Bim BH3 peptide; 0.7% of 320,000 active; inhibition, % at 10.9 µM; AID 2129; GST-Bcl-xL / FITC-Bim BH3 peptide fluorescence polarization;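 active means inhibition above the mean of all tested compounds plus 3 SD, cutoff set per campaign, cut at about 30% in these data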;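 further: 0% = DMSO wells and 100% = unlabeled Bim-BH3 peptide competitor; inhibitors lower millipolarization by displacing the labeled peptide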
# CR mimetic SO = caloric restriction mimetics inhibiting age-related superoxide in yeast | S. cerevisiae aged cells, superoxide DHE fluorescence; active compounds read low | superoxide response (% of plate mean), % at 10 µM | 0.18% of 330,000 active;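 active means superoxide response under a set limit, about three screen SD below normal, cut at about 65% in these data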;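 further: yeast aged for seven days with compound at 30 °C before DHE staining; 100% = average MFI of all compound-treated wells on the plate with controls excluded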
# MEX-5 binding = C. elegans MEX-5 TCR-2 RNA binding activity; 0.38% of 300,000 active; activity score (negative = inhibition of binding), % at 10 µM; MEX-5/FITC-TCR2 RNA binding, fluorescence polarization; active compounds read low; AID 1832; Q9XUB2;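 active means inhibition past about -25% in most replicates, and total fluorescence under double the plate's negative control median, limit read from the data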;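 further: 0% = DMSO and -100% = 5 µM competing unlabeled TCR2 RNA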
# Target sequence (Q9XUB2 whole entry, looked up): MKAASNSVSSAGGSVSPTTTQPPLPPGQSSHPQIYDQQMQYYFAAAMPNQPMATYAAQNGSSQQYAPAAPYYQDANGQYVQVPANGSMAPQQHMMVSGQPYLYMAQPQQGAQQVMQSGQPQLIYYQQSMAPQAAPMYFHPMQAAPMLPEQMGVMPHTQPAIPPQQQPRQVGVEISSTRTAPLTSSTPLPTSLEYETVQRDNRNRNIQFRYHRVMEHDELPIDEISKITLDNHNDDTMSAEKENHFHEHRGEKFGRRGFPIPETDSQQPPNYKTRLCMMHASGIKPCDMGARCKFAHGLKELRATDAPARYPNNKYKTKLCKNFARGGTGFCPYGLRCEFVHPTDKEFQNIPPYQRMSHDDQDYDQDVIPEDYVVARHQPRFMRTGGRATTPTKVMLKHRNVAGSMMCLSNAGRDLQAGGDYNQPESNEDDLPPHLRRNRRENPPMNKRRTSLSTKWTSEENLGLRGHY
# MCL1-BIM inh = inhibitors of human MCL1 binding to BIM-BH3 peptide; Q07820; GST-MCL1 / FITC-Bim-BH3 fluorescence polarization; inhibition, % at 10.9 µM; 0.68% of 320,000 active; AID 2057;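 active means inhibition above the mean inhibition of all tested compounds plus 3 SD, set per campaign, cut at about 40% in these data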;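 further: 0% = DMSO wells and 100% = unlabeled Bim-BH3 peptide control; higher means more loss of mP so more displacement of Bim peptide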
# Numbers without * were called inactive; . = not tested or not shown.
nr	SMILES	GLD-1 TGE inh	Fam108B inh	Efflux pump inh	ZTA DNA inh	EBNA-1 inhibitor	BCLXL inh	CR mimetic SO	MEX-5 binding	MCL1-BIM inh
1	Cc1c(NC(=O)CSc2ncnc3c2cnn3-c2ccccc2)c(=O)n(-c2ccccc2)n1C	4	7	-0.1	-11	-6	4	96	1.6	5
2	CN(CC(=O)Nc1cc(Cl)ccc1Cl)C1CCS(=O)(=O)C1 (stereo not drawn)	1	.	-0.2	-24	.	-9	111	.	-5
3	C[C@H]1CCC(=O)N([C@H](CSc2ccccc2)Cc2ccccc2)CC1	4	1	0.1	10	7	-1	98	1.4	3
4	Cc1onc(-c2ccccc2Cl)c1C(=O)O/N=C(\N)c1ccccc1	-1	1	3.8	-8	2	2	95	-1.7	6
5	CCOC(=O)c1ccc(NC(=O)c2ccccc2)cc1	-5	-2	0.0	-2	7	2	115	1.1	3
6	O=Cc1c(-c2ccccc2)cc2oc3ccccc3cc1-2	0	5	0.0	4	-8	5	105	1.5	11
7	Cc1ccc(SC(C)C(=O)Nc2ccc(S(=O)(=O)N3CCOCC3)cc2)cc1 (stereo not drawn)	0	5	-0.1	-11	2	2	110	-2.6	6
8	Clc1ccc(CSc2nnc(-c3ccc4c(c3)OCO4)o2)cc1	-7	5	0.3	-17	5	-3	99	0.3	-6
9	Cc1c2cnn(CC(=O)NCCCN3CCCCC3)c(=O)c2c(C)n1Cc1ccccc1	-5	-5	0.0	-4	-13	8	103	0.7	4
10	CC(=O)Nc1ccc(C)c([N+](=O)[O-])c1	-2	-2	0.0	8	10	-1	101	-0.2	-1
11	CC(C)=CC(=O)OCC(=O)Nc1cc([N+](=O)[O-])ccc1F	1	2	0.2	5	3	2	98	.	-5
12	O=C(COC(=O)c1cc(NS(=O)(=O)c2cccs2)ccc1O)Nc1ccc(F)c(F)c1F	2	0	0.0	-3	-13	2	97	0.6	-5
13	CCOc1ccc(C(C(=O)NC2CCCC2)N(C(=O)c2snc(C(N)=O)c2N)c2cccc(O)c2)cc1 (stereo not drawn)	3	-4	0.0	-5	-16	7	100	-1.1	16
14	O=C(/C=C/Nc1ccc(OC(F)(F)F)cc1)C(F)(F)F	5	-5	0.1	-3	-11	4	103	4.9	-5
15	CCOC(=O)c1oc2ccc(S(=O)(=O)n3nc(-c4ccc(OC)cc4)cc3N)cc2c1C	6	-16	0.5	2	3	0	128	-0.6	-2
16	CCCN(CC(=O)Nc1ccc(C(N)=O)cc1)CC(=O)Nc1ccccc1C	1	-3	0.0	9	1	-17	127	-3.3	-19
17	CCS(=O)(=O)N1CCC(C(=O)NCc2ccc(OC)cc2OC)CC1	-5	1	0.0	10	4	7	98	-0.7	-3
18	CC(C)NC(=O)CN1CCN(C(=O)c2ccc3oc(CCCc4ccccc4)nc3c2)CC1	6	-6	0.7	-5	-5	7	96	5.8	9
19	Cc1c(C(=O)N/N=C/c2cccnc2)sc(=S)n1C	-3	0	-0.1	-5	0	7	88	-0.9	21
20	Clc1ccc(SCc2cn3ccsc3n2)cc1	1	7	0.0	-17	6	1	88	1.8	7
21	Cc1nccc(-c2ccc3c(c2)OCO3)n1	-6	-5	-0.1	-15	-1	-1	99	0.2	5
22	O=C(CSc1nnc2ccccn12)NC(=O)Cc1ccccc1	7	-3	-0.1	-7	-3	3	93	-1.4	-1
23	Clc1ccc(Sc2cc(N3CCOCC3)nc(-c3ccccc3)n2)cc1	-2	-2	0.2	-1	-1	-2	107	-0.9	-5
24	Cn1ccnc1SCc1cccc([N+](=O)[O-])c1	2	2	-0.1	8	12	-3	98	-2.0	-2
25	CCOC(=O)c1c(NC(=O)CSc2nnc(CNc3ccc(C)cc3C)o2)sc(C)c1C	1	0	0.0	-12	-3	3	100	-0.7	3
26	Cn1c(C(C#N)C(=O)c2ccco2)nc2ccccc21 (stereo not drawn)	-1	-2	0.0	-2	-6	1	120	-4.6	0
27	CC(Cc1ccccc1)NC(=O)c1cc([N+](=O)[O-])ccc1Cl (stereo not drawn)	-3	1	-0.1	0	2	5	109	2.0	1
28	CCN(CC)C(=O)CP(=O)(c1ccccc1)c1ccccc1	0	4	0.0	-36	0	-3	103	0.7	2
29	COc1ccc(S(N)(=O)=O)cc1-c1nnc2c3ccccc3c(C)nn12	-1	-3	0.0	-14	-5	3	98	-3.5	7
30	O=C(NCc1cccc(F)c1)c1noc2c1CCCC2	6	-4	0.0	14	-1	3	99	2.4	1
31	FC(F)(F)c1cc(-c2ccco2)nc(NCc2cccnc2)n1	1	-3	-0.1	-1	1	9	91	0.4	8
32	CC(=O)Nc1ccc(S(=O)(=O)N2CCC(C(=O)O)(c3ccccc3)CC2)cc1	1	-1	0.0	8	11	3	96	3.8	8
33	CC(=O)N1CCN(C(=O)Cn2c(=O)oc3ccccc32)CC1	2	3	-0.2	4	8	3	93	0.9	3
34	CC(CCc1ccccc1)NC(=O)CSc1ccccn1 (stereo not drawn)	3	-3	-0.1	4	-10	1	110	-3.7	3
35	O=C(NCc1ccccc1C(F)(F)F)C1CCC(=O)N(C2CCCCCC2)C1 (stereo not drawn)	-7	-1	-0.1	9	6	-1	101	0.9	1
36	O=C(NCCc1ccccc1)C1CCCN1C(=O)Nc1ccccc1 (stereo not drawn)	6	3	-0.1	-16	6	-3	89	0.6	-3
37	O=[N+]([O-])c1cc([N+](=O)[O-])c(Oc2cc(Cl)ccc2Cl)cc1NC1CCCCCCC1	1	2	-0.1	6	1	2	98	-0.7	6
38	CN(C(=O)c1cc2sccc2n1C)C1CCCCC1	-3	4	0.1	4	1	2	123	0.4	6
39	Cc1cc(O)ccc1Nc1nc(-c2sc(N)nc2C)cs1	-1	6	-0.2	-3	-5	10	145	-0.5	7
40	COc1ccccc1NNC(=O)c1cc(C(C)(C)C)nn1Cc1ccccc1	7	1	-0.3	-28	-6	7	131	-0.4	6
41	O=C(CCc1nnc(CCC2CCCCC2)o1)NCc1ccon1	6	-4	0.1	12	-5	8	121	-2.2	6
42	CCN(CC)CCCn1c2c(c(SCC(=O)N3CCCc4ccccc43)nc1=O)CCC2	-10	8	-0.1	-9	5	0	124	-1.5	5
43	O=C(Cn1cnc(S(=O)(=O)N2CCOCC2)c1)Nc1ccc(OC(F)(F)F)cc1	-2	-1	-0.1	10	2	-1	118	-0.3	4
44	COc1cc(NC(=O)C(=O)N2CCN(C)CC2)c(OC)cc1Cl	-2	1	0.0	3	6	4	102	-0.9	28
45	CC1CCN(S(=O)(=O)c2cc([N+](=O)[O-])ccc2Cl)CC1	-1	-6	0.1	3	-10	-6	137	-2.2	-5
46	COC(=O)c1c(NC(=O)CN2CCCc3ccccc32)sc(C)c1C	-18	-4	0.1	-3	-3	-2	98	3.5	-8
47	c1ccc(CNc2nc(NCc3ccco3)nc(N3CCOCC3)n2)cc1	4	0	-0.1	2	-4	1	92	1.6	1
48	COc1ccccc1CNC(=O)C(=O)NCC1OCCN1C(=O)c1ccc(Cl)cc1 (stereo not drawn)	0	2	-0.1	3	-12	1	99	-7.6	-4
49	CC(Oc1ccc(Br)cc1)C(=O)Nc1nc(-c2ccccn2)cs1 (stereo not drawn)	9	-3	0.0	5	7	-4	90	-0.6	-20
50	COC(=O)c1cc(CNC(=O)c2ccccc2Cl)ccc1OC	6	1	0.1	-4	3	6	131	-3.5	-7
51	Cc1ccn2c(-c3n[nH]c(=S)n3C)c(C)nc2c1	-4	5	0.2	-6	-1	-20	92	3.0	-18
52	Cn1c(=O)c2c(nc(SCC(=O)c3ccccc3F)n2C)n(C)c1=O	6	-3	0.1	5	3	-2	78	1.7	-9
53	CN(CC(=O)O)S(=O)(=O)c1cc(Cl)ccc1Cl	5	-4	0.0	-9	-5	5	100	1.6	-3
54	c1ccc(-c2ccnc3nc(-n4cccc4)nn23)cc1	1	2	0.3	-20	-10	-6	154	0.1	1
55	Cc1nnc(SCC(=O)Nc2nc3ccccc3s2)n(N)c1=O	1	1	0.0	8	11	4	90	-0.1	2
56	COc1ccc(-c2c(-c3ccsc3)oc3ccc(N4CCOCC4)cc23)cc1	5	-3	-0.1	5	2	0	96	-1.8	6

# Going on with the list:
nr	SMILES	GLD-1 TGE inh	Fam108B inh	Efflux pump inh	ZTA DNA inh	EBNA-1 inhibitor	BCLXL inh	CR mimetic SO	MEX-5 binding	MCL1-BIM inh
57	COc1ccc(-c2nnc(SCC(=O)N3CCOCC3)o2)cc1	-1	0	0.3	19	-4	1	96	-1.0	6
58	Cc1nn(-c2ccccc2)c2sc(C(=O)n3cccn3)cc12	0	-1	0.0	-16	-7	2	96	2.6	-8
59	COc1ccc(N(CC(=O)NC2CCCC2)C(=O)Cn2nnc(-c3ccc(C)cc3)n2)cc1OC	5	4	0.2	6	-11	1	101	.	4
60	CCOC(=O)c1cc([N+](=O)[O-])sc1NC(=O)CC	3	-1	0.0	-2	-8	6	100	-1.7	5
61	O=C(CSc1ncccn1)NC1CCCc2ccccc21 (stereo not drawn)	3	-4	-0.1	0	9	3	85	1.9	3
62	O=C(Nc1nnc(-c2ccccc2SCc2ccccc2)s1)Nc1ccccc1F	-1	-15	0.5	3	-3	-4	104	3.9	-6
63	Cc1cc2oc(=O)cc(CN(C)Cc3cccc(F)c3)c2cc1C	-2	2	-0.1	20	-3	8	102	2.0	8
64	c1ccc(Cc2nn3c(Cn4cnc5ccccc54)nnc3s2)cc1	5	3	0.3	0	0	6	112	1.5	5
65	CCOC(=O)C(=O)C1=CN(Cc2ccccc2)C=C(C#N)C1	25	2	-0.2	-2	0	43*	110	0.9	47*
66	COc1ccc(CC(=O)NCc2cccc(CNC(=O)Cc3ccc(OC)c(OC)c3)c2)cc1OC	0	-1	0.0	-3	-3	7	101	-0.2	0
67	COc1cccc2c1OCC(C(=O)OCc1cccnc1)=C2	-1	0	0.0	-3	0	6	96	1.1	-2
68	CCN(c1cccc(C)c1)c1ncnc2nc[nH]c12	1	-4	0.0	0	6	8	102	-0.3	5
69	CC1=N/C(=C/c2cccnc2)C(=O)O1	12	5	-0.1	4	0	9	109	-0.5	10
70	Cc1nc2ccccn2c1C(=O)NCc1ccc2c(c1)OCO2	-5	0	0.1	-11	-20	3	103	-0.5	8
71	COC(=O)c1c(NC(=O)C(C)C)sc2c1C(C(=O)OC)CC2 (stereo not drawn)	-6	3	0.1	-1	4	5	93	0.0	0
72	COc1ccc(C(=O)Nc2cccc(C(=O)N3CCCC3)c2)cc1	7	1	0.0	-7	-7	-3	109	1.1	-1
73	COc1cc(/C=N/N(C)C)cc(Br)c1O	2	-2	0.3	9	-8	10	87	1.8	-1
74	O=C1CC(c2ccccc2)C(C(=O)Nc2ccccc2F)N1 (stereo not drawn)	-4	5	0.3	1	-1	1	109	-1.8	-5
75	O=C(C1CCN(C2CC(=O)N(c3ccc(F)cc3)C2=O)CC1)N1CCOCC1 (stereo not drawn)	-1	4	0.2	3	0	2	94	-3.4	5
76	O=C(NCCc1c[nH]c2ccccc12)/C(=C/c1cccnc1)NC(=O)c1ccco1	1	-1	0.1	13	-3	4	92	-0.3	7
77	CCc1ccc(C(=O)COC(=O)C(CCSC)NC(=O)C23CC4CC(CC(C4)C2)C3)cc1 (stereo not drawn)	4	-2	-0.2	14	-2	0	118	-0.5	2
78	CCN(CC)S(=O)(=O)c1ccc(NC(=S)Nc2ccccc2)cc1	-3	6	0.1	5	-14	8	119	0.8	11
79	CCOC(=O)c1c[nH]c2c(C)ccc(Cl)c2c1=O	2	5	1.2	13	-19	5	105	-0.5	4
80	COc1ccccc1C(=O)Nc1ccc(C(=O)c2ccccc2)cc1	1	-4	0.0	4	-10	4	105	-1.6	5
81	CCOc1ccccc1NC(=O)c1nc[nH]c1C(=O)Nc1ccccc1OCC	-5	-6	0.4	1	-10	1	98	-3.3	5

# Outcome played no part in choosing rows; overall some 2.3% were active at least once.
